# NPYLR7 agonist: activates Aedes aegypti NPYLR7 receptor. 270,000 compounds, 0.15% hits. AID 1259423. HEK293T NPYLR7/Galpha15, GCaMP6s calcium fluorescence. activation, % at 10 µM; in the data active means activation above about 40%;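 further: 0% = vehicle and 100% = reference agonist at the receptor; some compounds past the cut are filed as inactive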
# hcGAS lum: blocks human cGAS activity. Q8N884. recombinant h-cGAS, ATP depletion, Kinase-Glo luminescence. inhibition, % at 12.5 µM. 290,000 compounds, 0.081% hits. AID 1259398;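 further: 0% = vehicle reaction and 100% = reaction without DNA for no activity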
# Target sequence (Q8N884 whole entry, looked up): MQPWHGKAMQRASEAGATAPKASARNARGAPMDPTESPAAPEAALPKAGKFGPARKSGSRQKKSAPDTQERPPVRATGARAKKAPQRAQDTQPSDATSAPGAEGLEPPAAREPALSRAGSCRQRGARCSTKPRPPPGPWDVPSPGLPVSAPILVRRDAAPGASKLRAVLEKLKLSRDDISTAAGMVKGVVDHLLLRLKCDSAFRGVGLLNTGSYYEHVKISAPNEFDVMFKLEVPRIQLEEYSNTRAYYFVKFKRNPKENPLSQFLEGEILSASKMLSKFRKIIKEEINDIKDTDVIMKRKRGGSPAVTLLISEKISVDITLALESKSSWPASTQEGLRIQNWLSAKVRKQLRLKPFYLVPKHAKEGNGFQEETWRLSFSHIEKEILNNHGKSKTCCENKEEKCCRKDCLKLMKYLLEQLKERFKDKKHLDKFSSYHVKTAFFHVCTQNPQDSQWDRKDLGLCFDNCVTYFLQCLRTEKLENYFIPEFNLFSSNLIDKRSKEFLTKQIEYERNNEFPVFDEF
# mcGAS inh: inhibitors of mouse cGAS; Q8C6L5; recombinant cGAS, Kinase-Glo ATP depletion luminescence; inhibition, % at 12.5 µM; 160,000 compounds, 0.15% hits; AID 1259399;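 further: 0% = negative control wells and 100% = reference inhibitor with no enzyme activity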
# * hit, by the source's call; / = no result given; & = joins results of further samples. Unless noted, no stated cut-off is given here; in the data, active means inhibition above about 40%; inactive means the rest. This is a random part of the collection, and some 0.27% of all compounds hit somewhere here.
# Second line of a record – NPYLR7 agonist	hcGAS lum	mcGAS inh
> CN(C)C(=O)c1cc(-c2ccncc2)n[nH]1
  -3	-2	/
> CN(c1ccccc1)N1CC(C(=O)NCCc2cccc(F)c2)CC1=O (centres undefined)
  0	-5	-5
> O=C1CCCC(=NNC(=S)NC2CCCCC2)C1
  -1	-10	-1
> O=C1CCCCCN1CCc1ncnn1C1CCCCC1
  /	-15	-6
> Cc1cc(C(=O)N2CCn3c(C(N)=O)cnc3C2)c(-c2ccccc2)o1
  -6	0	/
> CC1CCCC(NC(=O)C2CCC(CNc3c(N4CCCC4)c(=O)c3=O)CC2)C1C (centres undefined)
  -3	2	0
> CCN(CC)C(=O)Oc1ccc2c(ccn2Cc2cc3c(cc2Cl)OCO3)c1-c1ccc(C#N)cc1
  11	-3	-7
> NC(=O)c1csc(N2CC(c3ccncc3)C2)n1
  /	-11	-16
> Cc1cc2c(c(=O)o1)C(c1ccco1)C(C#N)C(=N)O2 (centres undefined)
  6	0	-1
> CNS(=O)(=O)c1cccc(C(=O)N(C)Cc2ccc(C(C)C)cc2)c1
  -2	4	/
> CCOC(=O)c1ccc(Sc2nc(C)cs2)nc1
  5	3	/
> CCc1c(C)nn(CCNC(=O)C(C)OC(C)C)c1C (centres undefined)
  /	-8	-4
> O=C(Nc1ccccc1)c1cccc(S(=O)(=O)NCc2ccco2)c1
  -7	-4	-5
> Cn1ccnc1SCc1cc(=O)c(OC(=O)c2ccc(Br)cc2)co1
  3	-4	0
> Cn1c(COc2ccccc2Br)nc2ccccc21
  -1	-2	/

# 2 compounds picked at random from the list so far, as already listed:
# Second line of a record – NPYLR7 agonist	hcGAS lum	mcGAS inh
> O=C1CCCC(=NNC(=S)NC2CCCCC2)C1
  -1	-10	-1
> O=C(Nc1ccccc1)c1cccc(S(=O)(=O)NCc2ccco2)c1
  -7	-4	-5

# Continued:
# Second line of a record – NPYLR7 agonist	hcGAS lum	mcGAS inh
> COc1cc2c(cc1OC)CN(S(=O)(=O)c1ccc(OC)c(N3CCN(C(=O)c4ccno4)CC3)c1)CC2
  4	-8	-8
> O=c1cc(CNc2ccccc2F)nc2ccc(Br)cn12
  7	-15	/
> COc1ccc(CCCN(C)C(=O)c2cccc3c2OC(C)C3C)cc1OC (centres undefined)
  -3	1	/
> NS(=O)(=O)c1ccc(OCCN2CCN(c3ccccc3F)CC2)cc1
  -4	-4	/
> CCOC(=O)c1c(NC(C)=O)sc(C(C)=O)c1C
  -7	-6	-5
> Cc1onc(-c2ccccc2Cl)c1C(=O)N1CC(C)CC(C)C1 (centres undefined)
  4	-2	/
> CC(C)Oc1nc(-c2cccc(F)c2)n(-c2ccc(NC(=O)CCl)cc2)n1
  14	-10	-4
> CCOC(=O)C(Cc1ccc(Cl)cc1)NC(=O)c1c(C)oc(C)c1-c1ccc(Cl)cc1 (centres undefined)
  5	-3	-3
> O=C1COCc2ccc(-c3ccccc3)cc2N1CCN1CCOCC1
  11	-6	/
> O=C(c1ccc2nc(C3CC3)oc2c1)N1CC[C@@](O)(c2ccccc2)[C@H]2CCCC[C@H]21
  /	0	-4
> CC(C)c1noc(CCCC(=O)N2CCCN(CC3CCCO3)CC2)n1 (centres undefined)
  9	-6	/
> CC(C)c1cc(C(C)C)c(S(=O)(=O)Oc2cccc3cccnc23)c(C(C)C)c1
  2	-1	-4
> COc1ccc(/C=C2/SC(=S)N(NC(C)=O)C2=O)cc1OC
  -1	-3	-4
> N#Cc1cccc(OC2CC3CCC(C2)N3C(=O)c2ccc(CSc3cccc4cccnc34)cc2)c1 (centres undefined)
  -7	3	5
> N#Cc1c(Cl)nsc1NC1CC1c1cccc(Cl)c1 (centres undefined)
  2&-9	-6&3	2
> N#Cc1ccccc1C(=O)N1CCN(Cc2ccc(-c3noc(-c4ccco4)n3)cc2)CC1
  4	-2	-4
> Cc1cc(C)nc(NCCCn2nccc2C2CC2)n1
  -2	-5	/
> CC(C)(C)P(=Nc1cc(Cl)ccc1Cl)(N1CCCCC1)N1CCCCC1
  9	-5	/
> O=C(NCc1ccsc1)c1ccc(-c2cc(-c3cccc4ccccc34)[nH]n2)cc1
  -2	-9	-8
> CC(C)c1nc(CN(C)C(=O)CN2C[C@@H]3CC[C@H](CC2=O)N3)cs1
  /	-1	0
> O=S(=O)(NN=Cc1ccncc1)c1ccc(Br)cc1
  -2	-4	/
> CCc1cc2c(SCC(=O)Nc3cc(C(C)(C)C)no3)ncnc2s1
  2	-7	/
> COC(=O)c1cc2c(=O)n(-c3ccccc3F)ccc2nc1C
  5	-7	/
> CC1=NN(S(=O)(=O)c2cccc([N+](=O)[O-])c2)B(O)c2ccsc21
  3	-1	/
> CCOc1ccc(NC(=O)NCc2nnnn2C2CCCCC2)cc1
  2	-9	/
> Cc1cccn2c(CNC3CCCc4ccccc43)c(C(=O)N3CCOCC3)nc12 (centres undefined)
  -7	-8	-4
> NC[C@@H]1O[C@H](O[C@@H]2[C@@H](CO)OC(O[C@@H]3[C@@H](O)[C@H](N)C[C@H](N)[C@H]3O[C@H]3O[C@H](CO)[C@@H](O)[C@H](O)[C@H]3N)[C@@H]2O)[C@H](N)[C@@H](O)[C@@H]1O (some centres undefined)
  -13	3&1	/
> CCc1ccc2oc3c(c(=O)c2c1)C(c1ccccc1)N(c1cc(C)on1)C3=O (centres undefined)
  2	-1	/
> CCOC(=O)c1cc(-c2cccc(NC(=O)c3oc4ccccc4c3C)c2)n(-c2cccc(C)c2)n1
  4	2	1
> CCC(C(=O)NCc1ccco1)n1c(=O)n(-c2cccc(OC)c2)c(=O)c2ccc(Cl)cc21 (centres undefined)
  4	-7	-8
> COc1ccc(C2CC(c3ccc(C)cc3C)=NN2C(=O)CN2CCN(c3ccccc3F)CC2)c(OC)c1 (centres undefined)
  -2	2	-3
> CCS(=O)(=O)c1ccccc1NC(=O)C1CCCCC1
  3	-15	/
> CCOC(=O)N1CCC(Nc2c(NC(C)CC)c(=O)c2=O)CC1 (centres undefined)
  7	-7	-6
> COc1ccc(CN=C2Nc3nc(C)cc(=O)n3C(c3ccccc3)N2)cc1 (centres undefined)
  3	-11	/
> O=C(CCN1CCN(C(=O)/C=C/c2cc(Cl)c3c(c2)OCO3)CC1)NC1CC1
  1	2	/
> CC(C)N(CC(=O)N(Cc1ccccc1)Cc1cccn1Cc1ccccc1)C(=O)c1ccc(-c2ccccc2)cc1
  7	-3	-4
> COc1cccc(-c2nnn(CC(O)CN3CCOCC3)n2)c1 (centres undefined)
  3	-7	/
> O=S(=O)(c1ccc2ccccc2c1)N1CCN(c2cccc(C(F)(F)F)c2)CC1
  -2	-7	-7
> CCOC(=O)C1(C/C=C/c2ccccc2)CCCN(C(=O)c2cccnc2SC)C1 (centres undefined)
  1	2	-1
> CCN(CCNC(=O)Cc1ccc(NC(C)=O)cc1)c1cccc(C)c1
  7	-5	/
> CCN(CC)C(=O)CSc1n[nH]c(=S)s1
  -3	-8	/
> COCCCN(CC(=O)N(CCc1ccc(OC)c(OC)c1)Cc1sccc1C)C(=O)Nc1cccc(OC)c1
  7	-12	-6
> CCOC(=O)c1ccc(NC(=O)N2CCN(C(=O)c3cc4ccoc4n3Cc3cccc(OC)c3)CC2C)cc1 (centres undefined)
  3	2	-2
> Oc1oc(-c2cccc3ccccc23)nc1C=Nc1ccccc1Br
  -1	-5	/
> Cc1cccc(C(C2Sc3nc(C)nn3C2=O)N2CC(C)OC(C)C2)c1 (centres undefined)
  3	-5	-7
> CS(=O)(=O)Nc1ccc(C2=NN(S(C)(=O)=O)C(c3ccco3)C2)cc1 (centres undefined)
  15	-5	/
> CCn1ncc(CN2CCC3(CCC3OC)CC2)c1C (centres undefined)
  /	11	5
> C=CCOC(=O)C1=C(C)Nc2nc(SCC=C)[nH]c(=O)c2C1c1ccc(OC)c(OC)c1 (centres undefined)
  4	-8	/
> O=C(c1ccc2nc(-c3ccc(O)cc3)[nH]c2c1)N1CC=CCC1
  0	-20	-10
> CC(C)(C)NC(=O)CN1CCCN(C(C(=O)N2CCOCC2)c2ccccc2)CC1 (centres undefined)
  -4	0	/
> C#CCN(C(=O)C(CC)OC1CCCCC1)c1nccs1 (centres undefined)
  1	-12	/
> CCc1ccc(S(=O)(=O)Nc2ccn(C)n2)cc1
  1	-4	-9
> CCN(CC)C1=C(c2c(C)[nH]n(-c3ccc(OC)cc3)c2=O)C(=O)N(CC2CCCO2)C1=O (centres undefined)
  7	-4	-9
> CC(=O)c1sc(=Nc2cccc(C)c2C)n(CCO)c1C
  -8	-7	-8
> Cc1cc(NC(=O)c2cccs2)n(-c2nc3c(cnn3-c3ccc(C)c(C)c3)c(=O)[nH]2)n1
  /	-5	-6
> O=C(c1ccoc1)N1CCC(CO)(CCc2ccccc2)CC1
  -3	-1	/
> COCCNC(=O)c1cc(NC(=O)c2ccc(Cl)c([N+](=O)[O-])c2)ccc1N1CCC(C)CC1
  18	-7	-5
> O=C(c1ccc(C(F)(F)F)cc1)N1CCN(C(C(=O)N2CCOCC2)C2CCCC2)CC1 (centres undefined)
  1	-7	-6
> O=C(CCC1CCCC1)NNC(=O)C1COc2ccccc2O1 (centres undefined)
  7	-8	/
> C=CCN(Cc1ccc(F)cc1)C(=O)Cn1nc(C)c(C)c1C
  -3	-9	-17

# Remaining list, next part:
# Second line of a record – NPYLR7 agonist	hcGAS lum	mcGAS inh
> O=C(Nc1ccc(F)cc1)c1cc2n(n1)CCN(Cc1cccc(C(F)(F)F)c1)C2=O
  17	-3	-7
> Cc1ccc2c(c1)C(=O)NC1(CCN(S(=O)(=O)C[C@]34CCC(CC3=O)C4(C)C)CC1)N2
  6	-6	-5
> O=C(CN1C(=O)c2ccccc2C1=O)Nc1cccc(-c2nc3ccccc3c(=O)o2)c1
  1	-3	-7
> COc1ccc(C(=O)N2CC[C@H](CO)[C@H](O)C2)c(C)c1
  2	-4	/
> COCCCN(CC(=O)N(Cc1ccc2c(c1)OCO2)Cc1cccs1)C(=O)Nc1ccc(OC)cc1
  24	-12	-4
> COCCCN(Cc1ccc(OC)cc1)Cc1ccc(C(O)(CC2CCC2)CC2CCC2)o1
  16	-6	-6
> Cc1cc(C)c(S(=O)(=O)N2CCN(Cn3cccnc3=S)CC2)c(C)c1
  -1	-4	/
> Cc1cc(C(=O)CN2CCC(C)CC2)c(C)n1-c1ccccc1F
  9	-3	/
> CCOCCn1c(CN2CC(C)OC(C)C2)nc2c1c(=O)n(C)c(=O)n2C (centres undefined)
  0	-1	-8
> CC(C)(C)CC(C)(C)c1ccc(O)c(Cc2ccc(Cl)cc2Cl)c1
  -4	-1	/
> O=C(NCCCN1CCCC1=O)c1cn(CC2CCCCC2)nn1
  10	-4	/
> Cc1cccc(COC(=O)c2nnn(-c3ccc(C)c(F)c3)c2C)c1
  -3	-5	-7
> CCN(CC)c1onc(-c2ccccc2)c1CN(CCN(C)C)C(=O)c1cccs1
  5	-4	-6
> CCC(C)N(CC(=O)N(CCc1ccc(OC)c(OC)c1)Cc1ccco1)C(=O)Nc1ccccc1F (centres undefined)
  -4	-4	-5
> CCCCOCCCNC(=O)c1cnc2c(-c3cccc(Cl)c3)cnn2c1C
  15	1	-7
> COc1ccc(CC(=O)NCc2cccnc2N(C)C)cc1OC
  17	-12	-12
> CC(=O)N[C@@H]1C[C@H](Cc2ccccc2)O[C@H](c2c(C)nn(C)c2Cl)C1
  1	0	/
> CCc1nn(-c2ccccc2C)c(CC)c1C(=O)N1CCOCC1
  -1	-3	-5
> C=CCN(Cc1ccccc1Cl)C(=O)CCN(C)S(C)(=O)=O
  8	-7	/
> Cc1ccc(-n2c(CCN3CCOCC3)n[nH]c2=S)cc1
  5	-2	/
> CCCN(CC(=O)N(CCc1c[nH]c2ccccc12)Cc1ccc(OC)cc1)C(=O)C(C)C
  -3	4	-2
> CC(C)C1CN(C(=O)NCCC2CCN(C)CC2)CCS1 (centres undefined)
  -3	-4	/
> CCOC(=O)c1nn(-c2ccccc2C)c(=O)cc1N1CCC(Cc2ccccc2)CC1
  7	-4	/
> COC(=O)c1cn([C@H]2CO[C@H]3[C@@H]2OC[C@@H]3NCc2cccc(C#N)c2)nn1
  -8	-5	-10
> Fc1ccc(-c2cc3ncnc(NCc4cccnc4)c3s2)cc1
  6	-8	/
> CCc1noc(CN(CC)C(=O)c2ccccc2N2CCCC2)n1
  0	-6	-7
> CN(Cc1nc(Cc2cccc(C(F)(F)F)c2)no1)CC(O)c1ccccc1 (centres undefined)
  2	0	/
> Cc1cccc(C)c1NC(=O)CN1C(=O)c2ccccc2S1(=O)=O
  1	-10	-8
> COC(=O)c1ccccc1NC(=O)CSc1nc2c(-c3ccccc3)c[nH]c2c(=O)n1C(C)C
  -2	-5	-9
> COc1cccc(NC(=O)CSc2ncc(S(=O)(=O)c3ccc(C)c(Cl)c3)c(=O)[nH]2)c1
  4	-7	-4
> Cn1c(C(=O)N2CCC3(C=Cc4ccccc43)CC2)cc2ccccc21
  4	-2	/
> O=C(Nc1ccon1)c1cn(Cc2cccc(F)c2)nc1OCc1cccc(F)c1
  13	-4	-5
> COCCCN(Cc1csc(COc2c(OC)cccc2OC)n1)C(=O)c1ccco1
  /	-2	-4

# Ordered by length of the SMILES (low to high): part of the list above.
# Second line of a record – NPYLR7 agonist	hcGAS lum	mcGAS inh
> Fc1ccc(-c2cc3ncnc(NCc4cccnc4)c3s2)cc1
  6	-8	/
> CCc1nn(-c2ccccc2C)c(CC)c1C(=O)N1CCOCC1
  -1	-3	-5
> C=CCN(Cc1ccccc1Cl)C(=O)CCN(C)S(C)(=O)=O
  8	-7	/
> CN(Cc1nc(Cc2cccc(C(F)(F)F)c2)no1)CC(O)c1ccccc1 (centres undefined)
  2	0	/

# Source: PubChem BioAssay (Fisher Drug Discovery Resource Center)
